Screening data deposited in PubChem by Sanford-Burnham Center for Chemical Genomics.
MKP-3 inhibition = MKP-3 phosphatase inhibitors, primary screen, biochemical, rat enzyme, in vitro (AID 425) | recombinant MKP-3 phosphatase activity, fluorescence; higher % means a stronger effect | one-dose inhibition, % at 20 µM; IC50 in µM for titrated hits | 110,000 tested, 0.17% active; in the data active means inhibition above about 50%;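 further: plate controls were vehicle for no effect and reference inhibitor for full effect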
Hsp70 displacement = small molecules displacing fluorescent ligand from Hsp70 – biochemical, fluorescence polarization, primary screen (AID 583); displacement, % at 20 µM, or IC50 in µM where a hit was titrated; 140,000 tested, 0.06% active; Hsp70 fluorescence polarization probe displacement, mP; higher % means a stronger effect; in the data active means displacement above about 50%;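 further: plate controls were vehicle for no effect and reference ligand for full effect; a part of the inactive calls stands beside numbers as strong as those of hits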
Numbers without * were called inactive; . = not tested or not shown; & = joins results of further samples. An excerpt; rates above refer to the full screens.

SMILES,MKP-3 inhibition,Hsp70 displacement
c1ccc(C2(Cn3ccc4ccccc43)OCCO2)cc1,0.3%,-1.3%
O=C(/C=C/c1ccccc1)NC(c1ccccc1)c1ccccc1,3.8%,0.0%
COC(=O)CSc1nc(C)c(C(C)=O)cc1C#N,-1.5%,5.2%
O=C(NC1CCCCC1)C1CN(S(=O)(=O)c2ccccc2)CCN1S(=O)(=O)c1ccccc1 (stereo not given),-16.8%&0.9%,-3.7%&-1.0%
Cn1cnc2cc(NC(=O)c3ccco3)ccc21,-2.7%,-1.9%
O=C1C(=O)N(Cc2ccc3c(c2)OCO3)c2ccccc21,0.6%,1.1%
COc1ccc(/C=N/NC(=O)CCNc2n[nH]c(=O)[nH]c2=O)c(OC)c1,2.7%,1.9%
O=S(=O)(NCC(c1cccnc1)N1CCN(Cc2ccccc2)CC1)c1ccccc1 (stereo not given),-14.6%,0.1%
C(=N\c1c(-c2ccccc2)nc2n1CCS2)/c1ccccc1,-6.5%,0.9%
COc1cccc(C2CC(c3ccc(C)cc3)Nc3nc(N)nn32)c1 (stereo not given),-9.6%,1.4%
CC1CCN(C(=O)c2cc3nc(-c4ccccc4)cc(C(F)(F)F)n3n2)CC1,-0.1%,0.2%
CCOc1cc(C=C2C(=O)NC(=S)NC2=O)ccc1OCCOc1ccccc1C,1.5%,1.6%
O=C1C(c2ccc(F)cc2)N(C2CCCCC2)C(=O)CN1C1CCCC1 (stereo not given),-2.7%,0.3%
Clc1cccc(CNCc2ccc3c(c2)OCO3)c1,3.2%,1.2%
O=C(COC(=O)CC12CC3CC(CC(Br)(C3)C1)C2)NC(=O)NCc1ccco1,.,0.4%
O=C(Cc1cscn1)c1ccc(O)cc1O,2.2%,-0.2%
CCN(CC)c1ccc(N/C(N)=N/c2nc(C(F)(F)F)cc(=O)[nH]2)cc1,-1.5%,0.5%
CC(=O)Nc1ccccc1NS(=O)(=O)c1ccccc1[N+](=O)[O-],3.8%,-1.2%
Cc1ccc(C(=O)C2=C(O)C(=O)N(CCCN3CCOCC3)C23C(=O)N(C)c2ccccc23)o1 (stereo not given),-4.6%,-7.8%
N#Cc1c(-c2ccccc2Cl)cc(C2CC2)nc1N,-1.0%,-1.1%

Sorted by number of heavy atoms (descending): some entries from above.
SMILES,MKP-3 inhibition,Hsp70 displacement
Cc1ccc(C(=O)C2=C(O)C(=O)N(CCCN3CCOCC3)C23C(=O)N(C)c2ccccc23)o1 (stereo not given),-4.6%,-7.8%
CCOc1cc(C=C2C(=O)NC(=S)NC2=O)ccc1OCCOc1ccccc1C,1.5%,1.6%
CC1CCN(C(=O)c2cc3nc(-c4ccccc4)cc(C(F)(F)F)n3n2)CC1,-0.1%,0.2%
CCN(CC)c1ccc(N/C(N)=N/c2nc(C(F)(F)F)cc(=O)[nH]2)cc1,-1.5%,0.5%
Clc1cccc(CNCc2ccc3c(c2)OCO3)c1,3.2%,1.2%
O=C(Cc1cscn1)c1ccc(O)cc1O,2.2%,-0.2%

More results follow.
SMILES,MKP-3 inhibition,Hsp70 displacement
Cc1ccc(C)c(OCC(=O)NCCN(C)C)c1,.,0.3%
COc1cc(NC(=O)C2CC(=O)NC3=C2C(=O)CCC3)c(OC)cc1Cl (stereo not given),.,4.0%
COc1ccc2oc(C(=O)OCC(=O)c3ccc4c(c3)OCCO4)c(C)c2c1,-11.5%,5.0%
CC1C(c2ccccc2)=[N+]([O-])C2(CCCCC2)N1O (stereo not given),.,-0.9%
CCc1ccc(-c2csc(/C(C#N)=C/c3ccc(C)o3)n2)cc1,4.4%,-10.8%
Sc1oc(-c2ccccc2)cc1C=Nc1ccccc1,.,-0.9%
Cc1cccnc1NC(=O)C12CCC(C)(C(=O)O1)C2(C)C (stereo not given),.,2.3%
O=C(Nc1ccc(Oc2ccccc2)cc1)Nc1cc(F)c(F)cc1Cl,3.9%,0.5%
OC(CCOc1cccc2ccccc12)CN1CCN(CC(O)COc2cccc3ccccc23)CC1 (stereo not given),-0.8%,-5.7%
CCOc1ccc(N(CC(=O)Nc2cccc3ccccc23)S(C)(=O)=O)cc1,-1.0%,4.9%
Cc1cc(Cl)ccc1OCC(=O)NCc1ccccn1,0.7%,-4.3%
CCCCc1ccc(-c2csc(/C(C#N)=C/c3ccc(O)c(OC)c3)n2)cc1,1.2%,-27.7%
COc1ccc(C(=O)Nc2ccc(OC)c(OC)c2)cc1,-3.3%&1.1%,2.1%&4.6%
Cc1ccc(-n2nc(-c3ccccc3)c3c2C(=O)C=CC3=O)cc1,38.9%,2.1%
C=CCn1c(CCNC(=O)c2cccs2)nnc1SCC(=O)Nc1cccc(C(C)=O)c1,2.1%,3.7%
CCOC(=O)c1nc(NCc2cccnc2)c2ccccc2n1,-10.9%,5.2%
CCOc1cc(-c2c(C)c(CC)nc(N)c2C#N)ccc1O,-6.4%,1.3%
COCCN1C(=O)/C(=C/c2ccc(O)c(OC)c2)SC1=S,0.8%,-8.6%
C/C(Cl)=C\Cn1c(N2CCCCCC2)nc2c1c(=O)n(C)c(=O)n2C,-4.2%,-1.9%
COc1cccc2cc(C(=O)N(C)C)c(=O)oc12,-5.4%,2.2%
Cc1ccc(S(=O)(=O)N=Nc2c(O)[nH]c3ccccc23)cc1C,-1.7%,4.2%&1.3%
Cc1cc(C)c(C)c(OCCCCCCN2CCCC2)c1,-1.4%,5.8%
N#CCSc1nc(-c2ccccc2)c(-c2ccccc2)o1,8.3%,-6.8%
Cc1nnc(C)n1/N=C/c1cc(Br)ccc1O,-0.4%,5.5%
CCOc1cc(C2CC(=O)Nc3cc(C)c(C)cc32)ccc1O (stereo not given),-15.0%,-4.0%
Cc1cc2c(cc1C)N(C(=O)CSc1nc3ccccc3o1)C(C)(C)c1ssc(=S)c1-2,3.2%,-2.6%
O=C(NCCCN1CCOCC1)C(=O)Nc1ccc(F)cc1,1.4%,-1.0%
Cc1ccccc1NC(=O)c1cc(S(=O)(=O)N2CCCCC2)cs1,.,0.1%
CN1C(=O)C(O)(CC(=O)c2ccc(F)cc2)c2ccccc21 (stereo not given),-5.2%,-3.6%
O=C(c1cc(NC(=O)C23CC4CC(CC(C4)C2)C3)cc(NC(=O)C23CC4CC(CC(C4)C2)C3)c1)N1CCCCC1,.,-0.7%
O=C(O)COc1cccc(NC(=O)c2ccccc2)c1,-1.0%,5.5%
NC(=O)c1c(NC(=O)C2c3ccccc3Oc3ccccc32)sc2c1CCCCCC2,0.8%,1.3%
O=C(CNC(=O)Cn1cnc2sc3c(c2c1=O)CCCC3)NCc1ccccn1,0.8%,0.5%
O=C(Nn1cnnc1)c1csc2ccccc12,3.9%,0.4%
O=C(Nc1cccc(Cl)c1)/C(=C/c1cccnc1)NC(=O)c1cccc(Br)c1,5.2%,-1.3%
CCC(C)(C)NC(=O)C(OC(=O)c1ccco1)c1ccccc1OC (stereo not given),-1.2%,1.9%
Cc1ccc(NC(=O)CCN2C(=O)CSC2=O)cc1,.,-2.1%
COc1cc(-c2nnc(COC(=O)C3c4ccccc4Oc4ccccc43)o2)cc(OC)c1OC,11.7%,4.3%
CC(C)c1nnc(NC(=O)CN2C(=O)c3ccccc3C2=O)s1,-2.1%,2.7%
CCN1C(=O)C(CC(=O)N2CCN(C(c3ccccc3)c3ccccc3)CC2)N(CC)C1=O (stereo not given),-0.8%,0.2%

Going on with the list.
Values run as follows: MKP-3 inhibition | Hsp70 displacement
- CCOC(=O)c1ccc(NC(=NC)SC2CC(=O)N(c3ccccc3F)C2=O)cc1 (stereo not given)
 : 3.1% | 3.7%
- CCN(Cc1ccccc1)C(c1cc2cc(C)cc(C)c2[nH]c1=O)c1nnnn1CCOC (stereo not given)
 : -0.1% | 3.3%
- Cc1ccc(OCC(=O)N2CCN(c3ccc([N+](=O)[O-])cc3)CC2)cc1C
 : -1.3% | 1.9%
- O=C1CCC(=O)N1CCC(c1ccc(F)cc1)c1ccco1 (stereo not given)
 : -3.4% | -2.7%
- COc1ccc(-n2c(=O)c3c(n4c(=S)[nH]nc24)-c2ccccc2CC32CCCCC2)cc1
 : 3.7% | -10.6%
- CC(NS(=O)(=O)c1ccc(Cl)cc1)C(c1cccs1)N1CCN(C)CC1 (stereo not given)
 : . | 4.1%
- CN(C)c1ccc(C2/C(=C(/O)c3ccccc3)C(=O)C(=O)N2Cc2ccccc2)cc1 (stereo not given)
 : 2.9% | 2.3%
- COc1cc(NC(=O)c2nccnc2C(=O)O)cc(OC)c1
 : -14.0% | 2.3%
- COC(=O)CCN(C)CCC(=O)OC
 : -4.4% | 2.5%
- O=c1cc(Nc2ccc3c(c2)OCCO3)[nH]c(=O)n1Cc1ccc(F)cc1
 : -4.2% | -1.4%
- Cc1ccc(C)c2[nH]c(=O)c(CCNC(=O)CC(C)C)cc12
 : -3.7% | -1.7%
- O=C(COc1ccccc1)Nc1nc(-c2cccs2)cs1
 : 1.2% | 2.2%
- CCCCn1ccnc1C(=O)c1cccc(S(=O)(=O)N2CC(C)CC(C)C2)c1 (stereo not given)
 : . | 1.8%
- OC(COc1ccc2ccccc2c1)Cn1cncn1 (stereo not given)
 : . | -1.6%
- CCOc1ccc(-c2nc(-c3ccc(F)cc3)no2)cc1
 : 0.8% | -4.8%
- NC(=O)c1ccccc1NC(=O)c1cc2ccccc2oc1=O
 : 4.1% | 0.6%
- CC(C)(C)NC(=O)CSc1nc(O)cc(=O)n1-c1ccccc1
 : 0.6% | -2.2%
- N/C(=N/c1nc2ccccc2o1)NC(=O)c1ccccc1[N+](=O)[O-]
 : 4.9% | -3.9%
- Cc1onc(-c2ccccc2Cl)c1C(=O)Nc1ccc(-c2nnc3n2CCCCC3)cc1
 : -5.1% | 4.1%
- O=C(Nc1ccccc1)C1CCN(C(=O)c2ccccc2)CC1
 : . | -4.7%
- O=C1C(C=NCc2ccccn2)=C(O)c2ccccc21
 : 1.6% | -6.8%
- COC(=O)c1ccccc1NC(=O)Nc1ccc2c(c1)OCO2
 : . | -5.5%
- O=C(Nc1ccccc1C(F)(F)F)c1ccc(-c2ccc(Cl)cc2Cl)o1
 : 0.0% | 1.1%
- CC1CCN(C(=O)CCNC(=O)Cn2cnc3sc4c(c3c2=O)CCCC4)CC1
 : . | 1.1%
- C=CCSC1=C(C#N)C(c2ccccc2C)CC(=O)N1 (stereo not given)
 : 1.2% | -2.1%
- CCN(CC)S(=O)(=O)c1ccc(Cl)c(C(=O)Oc2cccnc2)c1
 : -0.1% | -2.8%
- CCOC(=O)NC(Nc1cccc(F)c1)(C(F)(F)F)C(F)(F)F
 : 1.8% | -2.8%
- Cc1ccc(C)c(N(CC(=O)NC2CCCCC2)C(=O)CCC(=O)Nc2ccccn2)c1
 : -0.4% | 4.7%
- CCN(CC)CCNC(=O)CCc1nn(C)c(=O)c2ccccc12
 : -8.9% | 3.1%
- O=C(CN(c1cccc([N+](=O)[O-])c1)S(=O)(=O)c1ccccc1)N1CCc2ccccc2C1
 : 7.5% | 0.7%
- O=C(Cn1ccc2ccccc2c1=O)NCCC(=O)N1CCN(C2CCCCC2)CC1
 : 0.7% | 2.8%
- COc1ccc(C(=O)NCc2nnc(SCC(=O)N3CCCCC3)o2)cc1OC
 : 1.4% | .
- CCCCN(CCCC)S(=O)(=O)c1ccccc1[N+](=O)[O-]
 : 0.3% | -1.3%
- Clc1ccc(CSc2nnnn2-c2ccc3c(c2)OCO3)c(Cl)c1
 : . | 2.3%
- CCN(CCCNC(=O)CC(C(=O)N1CCc2ccccc21)n1ccnc1)c1ccccc1 (stereo not given)
 : -5.6% | -2.0%
- Cc1nn(CC(=O)Nc2c(Cl)cccc2Cl)c(=O)c2ccccc12
 : 3.6% | -1.0%
- Cn1c(=N)c(S(=O)(=O)c2ccc(F)cc2)cc2c(=O)n3ccccc3nc21
 : 6.1% | -0.5%
- CCCCOC(=O)CSc1nc2c(c(=O)[nH]c(=O)n2C)n1C/C=C(\C)Cl
 : -4.5% | 8.8%
- Cc1nc(NC(=O)CSc2nc3cccnc3n2Cc2ccccc2)sc1C
 : -3.1% | -3.5%
- CC(=O)c1c(C)nc2ccc(OC(F)(F)F)cc2c1-c1ccccc1
 : 1.8% | -4.4%
- CC1=C(C(=O)OC(C)C)C(c2ccccc2)N2C(=O)CCSC2=N1 (stereo not given)
 : 2.9% | 0.6%
- COC(=O)c1ccc(Nc2nc(C)cc(=O)[nH]2)cc1
 : -0.8% | 2.4%
- COc1cc(OC)cc(C(=O)O/N=C(\c2ccncc2)c2ccc([N+](=O)[O-])cc2)c1
 : 3.0% | -4.3%
- CC(C)(C)n1nnnc1C(c1cccnc1)N1CCN(c2ccccc2)CC1 (stereo not given)
 : . | -1.1%
- COc1ccc(C(NC(=O)c2ccco2)c2ccc(OC)cc2)cc1
 : 4.0% | -6.3%
- Cc1ccccc1NC(=O)CSc1nnc(-c2ccoc2C)n1CCc1ccccc1
 : -4.6% | 5.4%
- COc1ccc(CCNS(=O)(=O)c2ccc3c(c2)CCN3C(=O)C2CC2)cc1OC
 : -5.6% | -0.9%
- Nc1c(Cl)cc(Cl)cc1C(=O)OCC(=O)N1CCCC1
 : . | -3.1%
- CCCNC(=O)Cn1cnc2sc(C(=O)NCCN(CC)CC)c(C)c2c1=O
 : -2.9% | 3.1%
- CCOC(=O)C1=C(C)N=c2s/c(=C\c3cccc([N+](=O)[O-])c3)c(=O)n2C1c1ccccc1F (stereo not given)
 : -0.1% | 0.8%

Next records follow:
Values run as follows: MKP-3 inhibition | Hsp70 displacement
- Cc1ccc(NC(=S)NC(=O)C(=O)Nc2ccccc2)cc1
 : 0.0% | 3.6%
- COc1cccc(C(=O)Nc2ccc3nn(-c4ccc(Cl)cc4)nc3c2)c1
 : 17.1% | -7.4%
- O=C(CCCOc1ccccc1)NCCc1ccccc1
 : 3.5% | -1.9%
- O=C1NC(=O)N(c2ccccc2Cl)C(=O)/C1=C\C=C\c1ccco1
 : 4.7% | -7.8%
- O=C1NN(c2ccccc2)C(=O)/C1=C\c1cccc([N+](=O)[O-])c1
 : 6.3% | -4.6%
